# Compound activity from PubChem BioAssay.
# GPR151 ag – human GPR151 activation. Q8TDV0. PathHunter beta-arrestin GPR151 cells, luminescence. activation, % at 11.2 µM. actives 1% (n = 650,000). AID 1508602; in the data active = activation above about 4.9%;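 note: 0% = median of compound wells and 100% = cells with positive control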
# Target sequence (Q8TDV0 whole entry, looked up): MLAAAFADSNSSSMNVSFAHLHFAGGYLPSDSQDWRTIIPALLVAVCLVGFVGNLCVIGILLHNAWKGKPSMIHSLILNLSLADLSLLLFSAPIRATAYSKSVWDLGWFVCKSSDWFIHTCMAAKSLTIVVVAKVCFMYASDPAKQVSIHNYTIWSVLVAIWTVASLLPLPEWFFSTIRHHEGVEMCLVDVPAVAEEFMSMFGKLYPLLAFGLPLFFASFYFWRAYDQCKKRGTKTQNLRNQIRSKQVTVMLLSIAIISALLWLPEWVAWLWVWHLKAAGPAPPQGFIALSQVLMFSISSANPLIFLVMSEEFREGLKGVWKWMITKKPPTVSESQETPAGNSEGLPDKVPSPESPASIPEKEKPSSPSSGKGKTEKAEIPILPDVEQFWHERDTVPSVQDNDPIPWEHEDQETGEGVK
# MITF primary – inhibitors of human MITF. O75030. AlphaScreen MITF homodimerization, bead proximity signal. inhibition, % at 2.6 µM. actives 0.91% (n = 650,000). AID 1259374; in the data active = inhibition above about 50%;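 note: 0% = vehicle wells with protein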
# Target sequence (O75030 whole entry, looked up): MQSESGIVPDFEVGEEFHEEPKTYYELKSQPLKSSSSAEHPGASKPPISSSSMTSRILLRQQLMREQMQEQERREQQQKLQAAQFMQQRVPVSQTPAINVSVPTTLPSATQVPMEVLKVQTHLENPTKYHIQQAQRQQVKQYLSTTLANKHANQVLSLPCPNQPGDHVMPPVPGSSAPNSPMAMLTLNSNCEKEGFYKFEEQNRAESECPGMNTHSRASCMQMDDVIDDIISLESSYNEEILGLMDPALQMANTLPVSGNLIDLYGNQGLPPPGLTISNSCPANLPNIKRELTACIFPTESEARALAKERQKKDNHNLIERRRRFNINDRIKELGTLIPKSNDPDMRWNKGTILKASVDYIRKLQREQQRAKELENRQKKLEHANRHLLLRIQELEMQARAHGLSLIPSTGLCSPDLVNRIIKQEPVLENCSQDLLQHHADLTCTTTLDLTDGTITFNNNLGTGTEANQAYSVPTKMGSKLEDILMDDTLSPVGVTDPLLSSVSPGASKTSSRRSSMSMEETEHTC
# TEAD-YAP inh – TEAD-YAP interaction inhibition; HEK-TIYL cells, TEAD-Gal4/YAP UAS-luciferase luminescence; actives 1.4% (n = 640,000); inhibition, % at 9.12 µM; in the data active = inhibition above about 32%;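 note: 0% = median of test compound wells and 100% = reference inhibitor wells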
# FBW7 act – human FBW7 E3 ligase activation, primary screen; Q969H0; AlphaScreen FBW7–phospho-cyclin E peptide binding, activator screen; normalized activity (activation), % at 26.1 µM; actives 0.13% (n = 650,000); in the data active = normalized activity above about 1.9%;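 note: purified mutant Fbw7 with reduced substrate affinity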
# The depositor's hits bear a star; nt = no result given; & = joins results of further samples. Random draw from the library; overall some 3.4% were active at least once.
# Sequence of screens – GPR151 ag	MITF primary	TEAD-YAP inh	FBW7 act
1) COc1ccc(OC)c(CN2CCC3(CC2)NC(=O)c2ccccc2O3)c1
→ 0.7	13	5	0.1
2) C=CCNC(=O)CN(c1cccc(C(C)=O)c1)S(C)(=O)=O
→ -2.3	5	13	0.4
3) Nc1nc(NC2CCN(Cc3ccccc3)CC2)nc2nc[nH]c12
→ -2.7	20	-13	-0.1
4) O=C(NCC(c1cccs1)N1CCc2ccccc2C1)c1ccc2c(c1)OCO2 (stereo not given)
→ -2.2	16	4	0.1
5) N#C/C(=C\c1cc2c(cc1Cl)OCO2)C(=O)Nc1cc([N+](=O)[O-])ccc1Cl
→ -0.4	6	7	-0.1
6) O=C(NC1CCN(Cc2ccccc2)CC1)c1ccnc(N2CCOCC2)c1
→ -2.7	4	-4	-0.1
7) Cc1[nH]c2ccccc2c1C(c1cccs1)c1c(C)[nH]c2ccccc12
→ 0.3	6	1	0.3
8) Cc1cccc(CS(=O)(=O)CC2Nc3ccc(C(=O)NC4CCCC4)cc3NC2=O)c1 (stereo not given)
→ -1.4	0	0	-0.1
9) CCC[C@@H]1NC(=O)[C@@H]2C[C@H](NC(=O)c3cccc(F)c3F)CN2C1=O
→ -0.5	13	3	0.0
10) CCOC(=O)/C(N=Nc1cc2c(cc1[N+](=O)[O-])OCCO2)=C(\C)O
→ -0.1	3	3	-0.1
11) Cc1cc(OCCOCCN2CCNCC2)ccc1Cl
→ -1.7	68*	-22	0.6
12) CCOc1ccc(N(CC(=O)OC)S(=O)(=O)c2ccc(OC)c(OC)c2)cc1
→ 0.5	8	1	0.3
13) Cc1nn(-c2ccccc2)c2sc(C#N)c(N)c12
→ -1.4	-5	19	-0.2
14) Cc1ccc(NC(=O)c2nccnc2CO)c(Cl)c1
→ 2.3	5	-33	-0.2
15) CCC(Sc1nnc(-c2ccccc2)c(-c2ccccc2)n1)C(=O)Nc1cccc(Cl)c1 (stereo not given)
→ 0.0	17	0	0.5
16) COc1ccc(C(=O)N[C@H]2C[C@H]3C(=O)N[C@H](C)C(=O)N3C2)cc1
→ 0.4	8	3	0.2
17) Cc1cnc(NCc2ccc3c(c2)OCO3)nc1NCCc1ccc(O)cc1
→ 0.5	-2	13	-0.1
18) CC(=O)Nc1sc(/C(C#N)=C/c2ccc(C)o2)nc1-c1ccc(C)cc1
→ -2.1	-6	-11	-0.2
19) Cc1cccc(C)c1N=C1S/C(=C\c2cn(Cc3ccccc3)c3ccccc23)C(=O)N1c1ccccc1
→ 0.5	-1	9	0.0
20) Nc1ccccc1NC(=O)c1ccc(CNC(=O)OCc2cccnc2)cc1
→ 0.6	-3	nt	nt
21) CCC(Sc1nc2cc3c(cc2c(=O)n1CCCC(=O)NCc1ccc2c(c1)OCO2)OCO3)C(=O)Nc1ccccc1OC (stereo not given)
→ 2.2	9	-3	0.3
22) O=C(CCCn1cnc([N+](=O)[O-])n1)Nc1ccc(Br)cc1
→ -0.1	6	10	1.8
23) COc1ccc(/C=N/NC(=O)c2ccccc2)cc1Br
→ -0.7	17	-44	0.2
24) Cc1ccc(CN(C)Cc2nc(-c3ccccn3)no2)cc1
→ -0.8	-10	-4	0.1
25) COc1ccc(NC(=O)CSc2nc(C)nc3sc(C)c(C)c23)c(OC)c1
→ -0.5	0	-8	-0.1
26) CCOc1ccc(C2C(C(=O)OCCOC(C)C)=C(C)NC3=C2C(=O)CC(C)(C)C3)cc1 (stereo not given)
→ -0.2	13	6	0.1
27) O=C(NC1CCCCCC1)c1cccc2[nH]ncc12
→ -5.2	5	84*	0.0
28) COc1ccccc1OCC(=O)NNC(=O)C(OC)c1ccccc1 (stereo not given)
→ -0.1	10	-1	0.9
29) O=C(CNC(=O)c1cccc(Br)c1)N/N=C/c1ccc[nH]1
→ 2.2	-10	-3	0.0
30) O=C(C1CCCC1)N1CCC(n2nc(-c3cccs3)oc2=O)CC1
→ 0.1	10	4	0.0
31) Cc1cccc(C(=O)NCC2CCCN2S(=O)(=O)c2ccccc2)c1 (stereo not given)
→ -1.4	-7	0	-0.1
32) Cc1cc(C)c(C(=O)Nn2c(-c3cccc([N+](=O)[O-])c3)nc3ccccc3c2=O)cc1C
→ -0.2	11	0	0.1
33) CC(C)OCCCNC(=O)c1cc2c(=O)n3ccccc3nc2n1C
→ -1.3	-1	-43	0.1
34) CCOc1ccc2nc(SCC(=O)Nc3ccc4nc(SCC(=O)NC5CC5)sc4c3)sc2c1
→ -0.2	2	25	0.1
35) CC(C)CCn1c(=O)c2sccc2n2c(CCCC(=O)NCc3ccccc3)nnc12
→ -2.1	16	-3	0.3
36) COc1cccc(/C=N\NC(=O)CNc2cccc(C)c2)c1OC
→ 1.7	-9	-1	0.0
37) CCNC(=O)n1cc(-c2ccncn2)c(-c2ccccc2Cl)n1
→ 2.4	13	16	0.3
38) CNC(=O)C(NC(=O)c1ccc(C)cc1)C12CC3CC(CC(C3)C1)C2 (stereo not given)
→ -1.4	-13	-2	-0.1
39) CC(C)N(CCNc1nc(N2CCCC2CO)nc2c1ncn2C1CCCCC1)C(C)C (stereo not given)
→ 1.8	10	1	-0.1
40) CCOC(CNC(=O)C1CCN(Cc2nc(-c3cccc(Cl)c3)oc2C)CC1)OCC
→ 0.7	-17	1	0.2
41) Cc1ccc(NC(=O)CSC2=C(C#N)C(c3cccs3)C3=C(CC(C)(C)CC3=O)N2)c(C)c1 (stereo not given)
→ -0.6	-6	10	0.1
42) O=C(CCC(=O)c1cccs1)NC1=NCCS1
→ -0.8	9	8	-0.2
43) COC(=O)c1ccc(NC(=O)CSc2nnc(-c3cccc(Cl)c3)n2C)cc1
→ -0.7	-19	-1	0.0
44) CCC(C)Nc1nc(C)nc2c1sc1nc3c(cc12)COC(C)(C)C3 (stereo not given)
→ 0.1	-10	-6	-0.3
45) COc1cccc(/C(O)=C2\C(=O)C(=O)N(Cc3ccco3)C2c2ccco2)c1 (stereo not given)
→ -0.1	13	7	0.2
46) O=C(Nc1ccc2c(c1)OCO2)c1cccc(F)c1
→ -6.4	-3	-36	0.0
47) Cc1cc(C)nc(NNC2=CC(=[N+]3CCCC3)CCC2)n1
→ 0.4	3	12	0.1
48) CCCCn1c(CNC(=O)c2cccc(C)c2)nnc1SCC(=O)Nc1sc(C(=O)OCC)c(C)c1C(=O)OCC
→ 1.1	-14	-1	-0.1
49) Cc1onc(-c2ccccc2Cl)c1C1=N/C(=C\c2ccc(Cl)cc2Cl)C(=O)O1
→ 4.4	2	7	0.0
50) O=C(Nc1ccc(-c2nc3ccccc3o2)cc1)c1ccccc1Oc1ccccc1
→ 0.2	1	-4	-0.1
51) C=C(C)CSc1nc2sc3c(c2c(=O)n1CCc1ccccc1)CCC3
→ 0.1	3	6	-0.1
52) Cc1cccc(N2CCN(Cc3ccoc3)CC2)c1C
→ 0.0	13	2	-0.4
53) CC(Oc1ccccc1)C(=O)Nc1c2c(nn1-c1ccc(Cl)cc1)CS(=O)(=O)C2 (stereo not given)
→ 0.8	4	4	0.0
54) CCN1CCN(c2ncn(-c3ccc(Nc4nccc(-c5cncc(N6CCOCC6)c5)n4)cc3)n2)CC1
→ 1.8	6	60*	-0.3
55) COc1ccc(/C(O)=C2\C(=O)C(=O)N(c3ccccn3)C2c2cccc(Br)c2)cc1 (stereo not given)
→ -0.3	-3	-14	-0.1
56) O=C(Cc1ccccc1)NC(c1cccc([N+](=O)[O-])c1)c1c(O)ccc2ccccc12 (stereo not given)
→ 0.3	-3	-6	-0.3
57) C=CCc1cc(OC)ccc1OCCCSc1ncccn1
→ 0.0	13	-31	0.2
58) Brc1ccc2[nH]cc(-c3nc(-c4ccccc4)c(-c4ccccc4)[nH]3)c2c1
→ -0.7	-10	-5	0.1
59) CCCCOc1ccc(C2C(C(=O)OCC)=C(C)NC(C)=C2C(=O)OCC)cc1
→ -1.2	1	-10	0.0
60) Cc1ccccc1N(CN1C(=O)c2ccccc2C1=O)C(=O)C(F)(F)F
→ 0.7	-4	-5	0.3

# Some of the entries above, set out differently.
10: CCOC(=O)/C(N=Nc1cc2c(cc1[N+](=O)[O-])OCCO2)=C(\C)O
11: Cc1cc(OCCOCCN2CCNCC2)ccc1Cl
12: CCOc1ccc(N(CC(=O)OC)S(=O)(=O)c2ccc(OC)c(OC)c2)cc1
13: Cc1nn(-c2ccccc2)c2sc(C#N)c(N)c12
14: Cc1ccc(NC(=O)c2nccnc2CO)c(Cl)c1
15: CCC(Sc1nnc(-c2ccccc2)c(-c2ccccc2)n1)C(=O)Nc1cccc(Cl)c1 (stereo not given)
16: COc1ccc(C(=O)N[C@H]2C[C@H]3C(=O)N[C@H](C)C(=O)N3C2)cc1
17: Cc1cnc(NCc2ccc3c(c2)OCO3)nc1NCCc1ccc(O)cc1
compound no. | 10 | 11 | 12 | 13 | 14 | 15 | 16 | 17
GPR151 ag | -0.1 | -1.7 | 0.5 | -1.4 | 2.3 | 0.0 | 0.4 | 0.5
MITF primary | 3 | 68* | 8 | -5 | 5 | 17 | 8 | -2
TEAD-YAP inh | 3 | -22 | 1 | 19 | -33 | 0 | 3 | 13
FBW7 act | -0.1 | 0.6 | 0.3 | -0.2 | -0.2 | 0.5 | 0.2 | -0.1

18: CC(=O)Nc1sc(/C(C#N)=C/c2ccc(C)o2)nc1-c1ccc(C)cc1
19: Cc1cccc(C)c1N=C1S/C(=C\c2cn(Cc3ccccc3)c3ccccc23)C(=O)N1c1ccccc1
20: Nc1ccccc1NC(=O)c1ccc(CNC(=O)OCc2cccnc2)cc1
21: CCC(Sc1nc2cc3c(cc2c(=O)n1CCCC(=O)NCc1ccc2c(c1)OCO2)OCO3)C(=O)Nc1ccccc1OC (stereo not given)
22: O=C(CCCn1cnc([N+](=O)[O-])n1)Nc1ccc(Br)cc1
23: COc1ccc(/C=N/NC(=O)c2ccccc2)cc1Br
24: Cc1ccc(CN(C)Cc2nc(-c3ccccn3)no2)cc1
25: COc1ccc(NC(=O)CSc2nc(C)nc3sc(C)c(C)c23)c(OC)c1
compound no. | 18 | 19 | 20 | 21 | 22 | 23 | 24 | 25
GPR151 ag | -2.1 | 0.5 | 0.6 | 2.2 | -0.1 | -0.7 | -0.8 | -0.5
MITF primary | -6 | -1 | -3 | 9 | 6 | 17 | -10 | 0
TEAD-YAP inh | -11 | 9 | nt | -3 | 10 | -44 | -4 | -8
FBW7 act | -0.2 | 0.0 | nt | 0.3 | 1.8 | 0.2 | 0.1 | -0.1

26: CCOc1ccc(C2C(C(=O)OCCOC(C)C)=C(C)NC3=C2C(=O)CC(C)(C)C3)cc1 (stereo not given)
27: O=C(NC1CCCCCC1)c1cccc2[nH]ncc12
28: COc1ccccc1OCC(=O)NNC(=O)C(OC)c1ccccc1 (stereo not given)
compound no. | 26 | 27 | 28
GPR151 ag | -0.2 | -5.2 | -0.1
MITF primary | 13 | 5 | 10
TEAD-YAP inh | 6 | 84* | -1
FBW7 act | 0.1 | 0.0 | 0.9

# The listing picks up, starting 3 compounds before the break.
# Sequence of screens – GPR151 ag	MITF primary	TEAD-YAP inh	FBW7 act
58) Brc1ccc2[nH]cc(-c3nc(-c4ccccc4)c(-c4ccccc4)[nH]3)c2c1
→ -0.7	-10	-5	0.1
59) CCCCOc1ccc(C2C(C(=O)OCC)=C(C)NC(C)=C2C(=O)OCC)cc1
→ -1.2	1	-10	0.0
60) Cc1ccccc1N(CN1C(=O)c2ccccc2C1=O)C(=O)C(F)(F)F
→ 0.7	-4	-5	0.3
61) COc1ccc(C(=O)NNC2=C(C(=O)C(F)(F)F)CCC2)cc1
→ -1.6&-0.8	4&3	-14&-35	0.1&-0.1
62) O=C1C2C3CCC(C3)C2C(=O)N1c1ccc(Oc2ccc(Cl)cc2)cc1 (stereo not given)
→ 0.0	11	-13	0.2
63) CCOC(=O)CC(N)c1cccc(O)c1 (stereo not given)
→ 0.4	5	-1	-0.1
64) O=C(NC1CCCC1)C(c1cccnc1)N(C(=O)c1csnn1)C1CCCC1 (stereo not given)
→ 0.0	17	0	0.1
65) NC(=O)C1CCN(C(=O)c2cc3c(Cl)nc4ccccc4c3s2)CC1
→ -1.8	9	-3	0.1
66) CCOc1cc(/C=C2/C(=N)N3OC(C)=CC3=NC2=O)ccc1OCc1ccccc1
→ -0.7	5	6	0.0
67) O=C(NCCCN1CCCC1=O)c1cccc(NCCCN2CCCC2=O)c1
→ 0.9	-10	-3	0.0
68) COc1ccc(N2CCN(C(=O)c3c(F)cccc3Cl)CC2)cc1
→ -1.0	8	13	-0.2
69) O=C(CCc1ccccc1)Nc1nnc(SCC(=O)N2CCCC2)s1
→ -1.2	-7	-9	0.0
70) Cn1c(=O)c2c(nc(Oc3ccc(Oc4ncc(Cl)cc4Cl)cc3)n2Cc2ccccc2F)n(C)c1=O
→ -1.1	-2	7	-0.2
71) Cc1ccc(Nc2ccc([N+](=O)[O-])cn2)cc1Cl
→ 1.7	3	-19	0.1
72) Cc1ccc(CC(=O)NCc2ccc(Cl)cc2)cc1
→ -0.3	-16	23	0.0
